Screens from PubChem.
DAX1 inh-1: DAX1 (NR0B1) inhibition, primary screen; AID 652010; HEK293T StAR-luciferase reporter, SF-1/DAX-1 repression relief; actives 1.1% (n = 370,000); inhibition, % at 6.8 µM;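 active means inhibition above the mean over all tested compounds plus 3 SD, cut at about 3.6% in these data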;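 further: 0% = DAX-1 cells with DMSO and 100% = cells lacking DAX-1 with DMSO; higher inhibition means more luminescence from relief of DAX-1 repression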
ssDAF-12 act: activators of S. stercoralis DAF-12 nuclear receptor; HEK293 ssDAF-12/GRIP1 lit1-tk-luc reporter, luminescence; % of 3 µM dafachronic acid response; activation, % at 6.8 µM; actives 1% (n = 370,000);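 active means activation above the mean over all tested compounds plus 3 SD, cut at about 0.9% in these data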;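 further: 0% = DMSO-only wells and 100% = 3 µM delta7-dafachronic acid wells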
GC-B act: GC-B (human) receptor activation; actives 0.11% (n = 370,000); AID 1920062; HEK293-GC-B cells, CNP EC30, cGMP TR-FRET; 0% at EC30 CNP, 100% saturating CNP; P20594; activation, % at 10 µM;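 active means activation at 10 µM reaching about 35% in either raw or pattern-adjusted values, limit read from the data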
hgDAF12 agonist: activates the H. glycines DAF-12 receptor ligand-binding domain; activation, % at 6.8 µM; HEK293 GAL4-hgDAF12 UAS-luciferase reporter, agonist luminescence; normalized to butyrate control; actives 1.8% (n = 370,000);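 active means activation above a cutoff set at the mean of all screened compounds plus 3 SD, cut at about 10% in these data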;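 further: 0% = DMSO wells and 100% = sodium butyrate wells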
ADAM10 inh: inhibitors of human ADAM10; actives 0.62% (n = 370,000); inhibition, % at 7 µM; O14672; recombinant ADAM10, EDANS/DABCYL FRET peptide cleavage, 3 h; AID 720582;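 active means inhibition above a per-campaign cutoff equal to the mean of compounds falling between control-based bounds plus 3 SD, cut at about 20% in these data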;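 further: 0% = DMSO wells while the 100% control is not disclosed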
Target sequence (O14672 214-748 limits assumed): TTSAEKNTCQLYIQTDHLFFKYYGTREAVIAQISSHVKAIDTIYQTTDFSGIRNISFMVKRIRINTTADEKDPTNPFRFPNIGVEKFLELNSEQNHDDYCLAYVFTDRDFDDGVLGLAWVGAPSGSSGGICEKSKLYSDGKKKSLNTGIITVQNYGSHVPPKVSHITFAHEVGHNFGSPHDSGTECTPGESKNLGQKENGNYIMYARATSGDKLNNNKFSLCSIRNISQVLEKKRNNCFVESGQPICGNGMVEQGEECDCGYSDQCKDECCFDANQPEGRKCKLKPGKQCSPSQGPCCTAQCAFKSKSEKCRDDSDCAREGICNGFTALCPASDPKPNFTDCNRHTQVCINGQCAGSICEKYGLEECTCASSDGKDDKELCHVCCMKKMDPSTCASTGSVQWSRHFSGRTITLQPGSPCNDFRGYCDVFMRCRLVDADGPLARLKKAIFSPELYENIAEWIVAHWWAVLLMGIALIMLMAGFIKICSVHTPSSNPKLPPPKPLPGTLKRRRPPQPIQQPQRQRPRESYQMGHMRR
SMARCA2 act: increases SMARCA2 function in MMTV reporter cells. AID 652017. activation, % at 9.1 µM. MG213 cells, MMTV-luciferase reporter, dexamethasone, overnight. actives 1% (n = 370,000); in the data active means activation above about 7.8%;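 further: 0% = vehicle wells and 100% = reference activator wells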
NPR1 activator: GC-A (human) enzyme activation. actives 0.14% (n = 370,000). HEK293 GC-A cells, cGMP TR-FRET, EC30 ANP; 0% at EC30 ANP, 100% saturating ANP. activation, % at 10 µM. P16066; in the data active means activation above about 40%
DAX1 inh-2: inhibitors of human orphan nuclear receptor DAX1 (NR0B1); actives 0.99% (n = 340,000); P51843; inhibition, % at 6.75 µM; HEK293 Gal4-DAX1 luciferase reporter, luminescence; AID 504766;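 active means inhibition above the mean over all tested compounds plus 3 SD, cut at about 4.2% in these data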;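 further: 0% = DAX1-transfected cells with DMSO and 100% = empty-vector control cells with DMSO; inhibition shows as a rise in luminescence from relieved DAX1 repression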
Target sequence (P51843 207-470 limits assumed): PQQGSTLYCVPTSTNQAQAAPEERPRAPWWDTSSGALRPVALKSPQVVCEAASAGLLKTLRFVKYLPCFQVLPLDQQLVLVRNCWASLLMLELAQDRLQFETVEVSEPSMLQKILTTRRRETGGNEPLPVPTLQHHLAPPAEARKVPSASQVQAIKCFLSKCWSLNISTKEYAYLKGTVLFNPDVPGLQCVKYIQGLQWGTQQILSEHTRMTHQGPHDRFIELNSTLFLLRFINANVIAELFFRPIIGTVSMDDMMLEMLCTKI
sPLA2-III inh: Inhibits HGIII-sPLA2 liposome hydrolysis, primary screen | QFRET BODIPY PC-A2 liposome hydrolysis, fluorescence | inhibition, % at 12.2 µM | actives 0.56% (n = 370,000) | AID 743126;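 active means inhibition above mean plus 3 SD of compounds lying within the high and low control bounds, cut at about 19% in these data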;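 further: 0% = median of test compound wells and 100% = no enzyme DMSO wells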
GAA850 FXN act: frataxin GAA850 promoter activation. AID 540364. actives 0.56% (n = 360,000). HEK293 lucGAA850 FXN promoter luciferase reporter, 24 h; percent of 10 µM SAHA response. activation, % at 6 µM;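 active means activation above the average of all compounds screened plus 3 SD, cutoff fixed separately per campaign, cut at about 7.5% in these data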;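 further: 0% = DMSO wells and 100% = 10 µM SAHA wells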
hcDAF-12 act: activators of H. contortus DAF-12 nuclear receptor; HEK293 hcDAF-12 lit1-tk-luc reporter, luminescence; 0% DMSO, 100% Δ7-dafachronic acid; activation, % at 6.8 µM; actives 1.4% (n = 370,000);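 active means activation above the mean of all tested compounds plus 3 SD, cut at about 5.5% in these data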;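 further: 100% = response to 3 µM Δ7-dafachronic acid high control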
* hit, by the source's call; i = inactive; . = no result given.

SMILES	DAX1 inh-1	ssDAF-12 act	GC-B act	hgDAF12 agonist	ADAM10 inh	SMARCA2 act	NPR1 activator	DAX1 inh-2	sPLA2-III inh	GAA850 FXN act	hcDAF-12 act
Cc1cccc(N2CC(C(=O)O)CC2=O)c1 (configuration not stated)	-0.2	-1.3	6	3.8	-1	5	-2	-0.3	7	1.9	-0.4
CC(c1ccccc1)C1C(C#N)=C(N)SC(N)=C1C#N (configuration not stated)	0.9	-1.0	7	2.6	-2	1	4	1.6	-1	1.4	-0.7
Cc1ccc(C(=O)C2CCN(CC(=O)NC3CCCC3)CC2)cc1	-0.6	-0.9	1	-0.8	-8	-2	2	-0.5	-1	1.0	-1.2
Cc1nn(C(=O)c2ccco2)c(C)c1Sc1ccccc1	0.4	-1.2	16	1.1	7	1	4	0.5	-5	-0.8	-0.5
O=C(Cc1ccccc1)NCC(=O)OCc1cccc([N+](=O)[O-])c1	0.8	-1.2	-1	-2.1	-5	-1	2	0.4	0	0.3	-1.5
CC1(c2nnc(Cc3ccccc3)o2)CC(c2ccccc2F)=NO1 (configuration not stated)	-0.5	-1.2	7	1.5	12	0	0	-1.4	-2	1.5	-0.4
CCOc1ccc(NS(=O)(=O)c2csc(C(N)=O)c2)cc1	-0.5	-1.3	-4	-1.3	-2	-3	-4	-1.8	-1	1.1	0.0
CCOc1ccc(N=C2SC(C(=O)O)CC(=O)N2C)cc1 (configuration not stated)	0.4	-1.2	2	-0.8	2	-2	1	3.8	1	-3.0	-0.3
C=CCS/C(=N\n1cnc2ccccc2c1=O)N1CCCCC1	-0.6	-0.7	5	4.0	-52	4	-2	-1.0	1	1.3	-2.5
CN(CC(=O)Nc1ccccc1Cl)C(=O)c1cccc(S(=O)(=O)N2CCN(c3ccc(F)cc3)CC2)c1	-3.1	-1.6	-2	-4.8	-3	-4	-1	-1.9	-15	-2.5	-4.6
Nc1c(Cl)cc(Cl)cc1C(=O)OCC(=O)NC1CC1	0.5	-1.3	-4	-1.2	i	-3	-4	0.3	-5	1.1	2.8
CCOC(=O)C(CC)(CCC(=O)O)c1csc(N)n1 (configuration not stated)	-0.3	-0.4	1	0.1	-5	-2	2	0.3	3	1.1	-1.3
O=C(C1CCC(CNS(=O)(=O)c2cccc3cccnc23)CC1)N1CCCC1 (configuration not stated)	-0.6	-0.7	-1	1.9	-15	-1	2	-0.1	12	-1.1	-1.4
COc1ccc(-n2ccc(=O)c(C(=O)O)n2)c(OC)c1	0.2	-1.2	3	1.2	-10	-2	2	-0.1	-2	1.2	0.1
COc1ccc2oc(C(=O)OCC(=O)N(Cc3ccccc3)C(C)(C)C)c(C)c2c1	1.0	-1.1	-2	6.2	-20	-2	-3	-0.1	-1	2.0	-0.4
CC(=O)Nc1ccc(S(=O)(=O)NCC2CCC(C(=O)NCCC(C)C)CC2)cc1 (configuration not stated)	-0.3	-0.8	5	-0.5	-9	-1	7	0.0	-10	-0.1	-0.4
COC1=Cc2c(ccc3ccc(=O)oc23)OC1(C)C	-0.8	-1.5	0	1.3	-14	-4	-5	0.1	-8	-0.5	0.1
O=C(NCC(=O)N1CCN(c2ccccc2F)CC1)c1ccc(Br)o1	0.6	0.1	-3	2.4	0	-1	-1	-1.5	-5	0.6	-1.3
O=C1CSc2ccc(C(=O)N3CCCCC3)cc2N1	0.4	0.6	10	3.5	-4	2	-1	2.2	1	-2.5	1.5
O=C(c1cc2ccccc2oc1=O)N(Cc1cccc(Br)c1)C1CCS(=O)(=O)C1 (configuration not stated)	0.0	-1.1	-8	-0.5	-5	0	-3	1.3	10	2.7	0.2
COc1ccccc1OCC(=O)NC1CCCCCCC1	-0.6	-1.2	2	-1.5	-8	-1	1	0.1	9	-0.4	-1.8
Cc1ccc([C@H]2C[C@H](O)[C@@H](n3cc(C4CC4)nn3)CN2C(=O)c2cccs2)cc1	-0.3	-0.9	3	-2.0	-9	4	-1	0.8	-5	-0.6	0.6
O=C(NCCc1ccccc1)c1ccccc1NC(=O)C1CCCO1 (configuration not stated)	4.3*	-0.2	4	11*	-2	6	3	0.6	1	1.8	5.6*
O=C(CCN1CCN(c2ccccc2)CC1)Nc1ccc(Cl)cc1	-0.8	-1.0	0	-1.6	-6	-6	5	0.1	-4	0.5	1.8
Cc1nn(CC(=O)N(C)C2CCC(C)CC2)c(C)c1S(=O)(=O)N(C)C (configuration not stated)	-1.6	-1.1	5	0.3	-13	0	-1	0.1	4	0.7	0.8
Cc1ccc2c(c1)C(O)(CC(=O)/C=C/C=C/c1ccccc1)C(=O)N2 (configuration not stated)	-0.4	-1.0	4	1.0	-6	-2	0	-0.2	3	1.8	0.2
O=C(COc1cccnc1[N+](=O)[O-])NCCc1ccc(F)cc1	-2.4	-1.8	1	-1.1	-2	0	-1	-0.1	-2	0.0	-0.1
CC(C)CC(COCc1ccc(C(F)(F)F)cc1)N1CCN(C(=O)c2ccc(C(F)(F)F)cc2)CCC1=O (configuration not stated)	-0.8	-1.0	0	-2.5	27*	-1	-4	0.2	1	-1.0	0.0
CCc1ccc(OC(=O)c2ccn(CC)n2)cc1	-0.3	-1.5	0	-0.4	1	-1	3	-0.3	4	1.4	0.8
Cc1cccc(-n2c(SCC(=O)NC3CCCC3)nnc2-c2ccoc2C)c1	0.0	-1.3	-9	-2.6	3	0	-12	-2.0	-5	3.4	-1.7
COc1ccc(N(CC(=O)N2CCN(c3ccccc3)CC2)S(=O)(=O)c2ccccc2)cc1	1.1	-0.4	7	-1.4	2	-7	2	0.0	4	-1.9	0.6
COC(=O)[C@]1(Cc2ccccc2)N[C@H](CN(C)C(=O)Nc2ccc(OC)cc2)[C@@H]2C(=O)N(Cc3ccccc3)C(=O)[C@@H]21	0.0	-1.5	-2	-0.5	-2	0	0	-1.2	-10	-2.5	-2.4
OC(COCCOc1ccc(Br)cc1)CN1CCCCC1 (configuration not stated)	-0.2	-1.7	0	0.1	-20	-1	-3	-1.0	7	1.1	-1.0
O=[N+]([O-])c1ccc(-c2cn3ccccc3n2)cc1	1.9	-0.5	-1	6.7	4	7	-6	.	7	9.2*	2.4
O=C(Nc1ccccn1)C1CCN(S(=O)(=O)c2cccs2)CC1	-0.2	-1.9	2	-2.4	1	-1	0	-0.3	1	0.7	-2.1
COc1ccccc1C(=O)Nc1cccc(C(=O)c2ccccc2)c1	-0.8	-1.2	-5	-0.1	10	2	1	-0.7	-8	2.5	-1.7
Cc1nn(Cc2ccccc2Cl)c(C)c1C(=O)NCC(c1cccs1)N1CCOCC1 (configuration not stated)	-1.5	-1.2	4	-2.9	-5	-3	2	0.8	6	2.1	0.1
O=C(N/N=C/C(Cl)=C/c1ccc([N+](=O)[O-])cc1)C(=O)Nc1ccccc1C(=O)O	-0.6	-1.8	-11	4.2	-8	0	-4	4.1	-4	1.1	-1.8
CC(=O)Nc1ccc(S(=O)(=O)N(C)CC(=O)OCCOc2cccc(C)c2)cc1	-1.0	-0.7	-6	-2.3	-6	-2	-5	1.1	-4	-0.5	3.2
Cc1ccc2nc(NC(=O)CCn3cccc3)sc2c1	2.7	-1.7	-2	15*	-7	1	6	1.9	-50	1.7	2.1
Nn1c(SCC(=O)Nc2ccc(S(N)(=O)=O)cc2)nnc1C(F)(F)F	0.1	0.1	0	0.6	2	-2	5	2.1	1	2.3	-0.1
C[C@H]1CN([C@@H](C)CO)C(=O)c2cc(Br)cnc2O[C@@H]1CN(C)S(=O)(=O)c1ccccc1	-0.2	-1.4	0	-2.8	-2	0	-1	1.5	-5	0.6	2.4
O=C(NCc1ccc(F)cc1)C(=O)NCC1OCCN1S(=O)(=O)c1cc(F)ccc1F (configuration not stated)	-1.6	-1.2	4	4.1	-5	-2	1	-0.1	-12	0.7	-2.7
Cc1cc(N2CCOCC2)nc2ccc(NC(=O)CCC(=O)N3CCN(c4ccccc4)CC3)cc12	0.0	-0.8	-8	3.2	-69	8.2*	-4	-0.2	0	3.0	0.3
COc1ccc(N2CCN(C(=O)CSc3nc4cc(OC)c(OC)cc4cc3C#N)CC2)cc1	-1.6	-0.9	-2	-0.6	-47	-5	2	-0.7	7	0.6	1.3

Compounds shown so far with an aryl methoxy group:
SMILES	DAX1 inh-1	ssDAF-12 act	GC-B act	hgDAF12 agonist	ADAM10 inh	SMARCA2 act	NPR1 activator	DAX1 inh-2	sPLA2-III inh	GAA850 FXN act	hcDAF-12 act
COc1ccc(-n2ccc(=O)c(C(=O)O)n2)c(OC)c1	0.2	-1.2	3	1.2	-10	-2	2	-0.1	-2	1.2	0.1
COc1ccc2oc(C(=O)OCC(=O)N(Cc3ccccc3)C(C)(C)C)c(C)c2c1	1.0	-1.1	-2	6.2	-20	-2	-3	-0.1	-1	2.0	-0.4
COc1ccccc1OCC(=O)NC1CCCCCCC1	-0.6	-1.2	2	-1.5	-8	-1	1	0.1	9	-0.4	-1.8
COc1ccc(N(CC(=O)N2CCN(c3ccccc3)CC2)S(=O)(=O)c2ccccc2)cc1	1.1	-0.4	7	-1.4	2	-7	2	0.0	4	-1.9	0.6
COC(=O)[C@]1(Cc2ccccc2)N[C@H](CN(C)C(=O)Nc2ccc(OC)cc2)[C@@H]2C(=O)N(Cc3ccccc3)C(=O)[C@@H]21	0.0	-1.5	-2	-0.5	-2	0	0	-1.2	-10	-2.5	-2.4
COc1ccccc1C(=O)Nc1cccc(C(=O)c2ccccc2)c1	-0.8	-1.2	-5	-0.1	10	2	1	-0.7	-8	2.5	-1.7
COc1ccc(N2CCN(C(=O)CSc3nc4cc(OC)c(OC)cc4cc3C#N)CC2)cc1	-1.6	-0.9	-2	-0.6	-47	-5	2	-0.7	7	0.6	1.3
